Compound activity (PubChem)
TR-FRET SRC-2 ct: counter-screen for PPARgamma SRC-2 recruitment agonists: TR-FRET artefact; stronger effect = higher value; TR-FRET ratio at 8 µM; 200,000 tested, 0.4% active; in the data active means TR-FRET ratio above about 2000; further: inactives centre near 1500; reference of the scale not given here
PPARg SRC-2 ag: agonists of SRC-2 recruitment by human PPARgamma; 200,000 tested, 0.34% active; AID 1032; activation, % at 8 µM; P37231; PPARgamma LBD-SRC-2 recruitment, biochemical; in the data active means activation above about 22%;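 further: 0% = vehicle and 100% = reference agonist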
Target sequence (P37231 whole entry, looked up, the tested form may be a part): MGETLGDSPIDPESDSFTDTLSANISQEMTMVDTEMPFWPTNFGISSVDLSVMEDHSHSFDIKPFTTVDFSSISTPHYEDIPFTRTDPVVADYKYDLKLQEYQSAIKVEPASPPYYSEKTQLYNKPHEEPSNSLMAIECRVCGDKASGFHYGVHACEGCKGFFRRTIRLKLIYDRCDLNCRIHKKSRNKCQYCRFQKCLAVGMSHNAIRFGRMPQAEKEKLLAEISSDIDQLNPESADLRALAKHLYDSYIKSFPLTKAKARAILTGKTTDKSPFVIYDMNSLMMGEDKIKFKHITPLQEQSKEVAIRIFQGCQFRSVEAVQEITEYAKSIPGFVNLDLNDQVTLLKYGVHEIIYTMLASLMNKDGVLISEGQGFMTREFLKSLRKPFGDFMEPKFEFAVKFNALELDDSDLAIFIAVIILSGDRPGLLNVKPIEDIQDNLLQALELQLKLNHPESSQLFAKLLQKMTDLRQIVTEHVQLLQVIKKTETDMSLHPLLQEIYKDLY
L major viab: Leishmania major promastigote growth inhibition. 200,000 tested, 9% active. Leishmania major promastigotes, resazurin fluorescence viability. inhibition, % at 10 µM; in the data active means inhibition above about 50%;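 further: promastigotes grown with compound for 44 hours at 28 °C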
HMGR II inh: blocks class II HMG-CoA reductase of Enterococcus faecalis | purified E. faecalis HMGR, NADPH absorbance 340 nm kinetic | inhibition, % at 10 µM | 190,000 tested, 0.41% active | AID 1066;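 active means inhibition above a set limit, the median over all tested compounds plus 3 SD, cut at about 9.5% in these data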;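 further: enzyme runs in reverse so mevalonate oxidation gives rising NADPH absorbance; 0% = complete reaction with DMSO and 100% = background rate lacking mevalonate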
S1P3 antagonist: S1P3 (human) receptor antagonism. CHO S1P3 NFAT-BLA reporter, FRET fluorescence, antagonist mode. inhibition, % at 4.98 µM. 170,000 tested, 0.27% active. AID 485;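 active means inhibition above the plate cutoff, the mean inhibition of test wells on that plate plus 3 SD, cut at about 28% in these data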;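 further: cells challenged with S1P at its EC80 of 0.8 µM; blue over green emission ratio from cleaved BLA substrate after 4 h stimulation; 0% = S1P-stimulated wells and 100% = unstimulated DMSO-only wells; some compounds past the cut are filed as inactive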
bIAP inh: blocks bovine intestinal alkaline phosphatase activity | inhibition, % at 20 µM | 190,000 tested, under 10 active | AID 1019 | purified bovine IAP, CDP-star luminescence, 30 min;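 active means over 50% inhibition of intestinal alkaline phosphatase at 20 µM in the single-dose screen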
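System: purified bovine intestinal alkaline phosphatase (IAP) enzyme; Input: IAP diluted 1/65,000,000 in the well; Measured by: CDP-star luminescence signal; Compound dosing: 20 µM single dose; Incubation: 30 min reaction at room temperature.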
Redox H2O2 prof: compounds producing H2O2 with reducing agent – biochemical, NIH compound library profiling, artefact control for MLSCN library redox annotation, primary screen; DTT-dependent redox cycling H2O2, phenol red/HRP absorbance; 100% = 100 µM peroxide control, 0% = buffer; activation, % at 10 µM; 200,000 tested, 0.03% active;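 active means activation of at least 50% relative to the plate's high and low controls in the primary single-dose screen; inactive means activation below 50%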;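 further: compound incubated with DTT at 0.8 mM final as the reducing agent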
ROMK mod: modulators of human ROMK potassium channel. P48048. Tet-inducible ROMK, thallium flux fluorescence; actives lie on both sides. B-score at 10 µM. 130,000 tested, 2% active. AID 1918;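 active means signal ratio slope over the read window, or its plate-corrected B-score, at least 3 SD from the plate mean, either direction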;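 further: B-score of the F/F0 ratio slope over 7 to 12 s after thallium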
Target sequence (P48048 whole entry, looked up): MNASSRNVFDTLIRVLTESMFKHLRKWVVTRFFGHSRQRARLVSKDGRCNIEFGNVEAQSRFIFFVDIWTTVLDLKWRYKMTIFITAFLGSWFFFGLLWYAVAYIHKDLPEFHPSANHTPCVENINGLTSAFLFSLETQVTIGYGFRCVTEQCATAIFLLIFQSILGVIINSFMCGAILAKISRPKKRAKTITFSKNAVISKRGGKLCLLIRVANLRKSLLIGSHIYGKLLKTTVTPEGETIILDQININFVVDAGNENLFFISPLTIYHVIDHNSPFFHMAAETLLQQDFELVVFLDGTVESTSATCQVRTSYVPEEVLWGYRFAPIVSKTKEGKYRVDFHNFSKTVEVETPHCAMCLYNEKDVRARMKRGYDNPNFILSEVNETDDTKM
RAM inhibit: yeast RAM network inhibition; inhibition, % at 50 µM; 190,000 tested, 1.8% active; S. cerevisiae dse1pr::URA3 reporter, 5-FOA growth OD615, 2 d; analog-sensitive cbk1-as2 kinase mutant strain;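 active means inhibition above a set limit, 3 SD over mean compound inhibition, cut at about 8.4% in these data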;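 further: 0% = DMSO-only wells with no growth and 100% = 10 µM 1-NA-PP1 full growth; inhibition rescues growth on 5-FOA so higher OD means more RAM inhibition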
PPARg SRC-1 ag: PPARgamma-driven SRC-1 recruitment agonism | P37231 | PPARgamma-SRC-1 coactivator recruitment biochemical assay | activation, % at 8 µM | 200,000 tested, 0.41% active | AID 631; in the data active means activation above about 19%;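 further: 0% = DMSO and 100% = reference agonist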
PPARg SRC3 recr: PPARgamma-driven SRC-3 recruitment agonism. P37231. biochemical PPARgamma/SRC-3 coactivator recruitment assay. activation, % at 8 µM. 200,000 tested, 0.26% active; in the data active means activation above about 23%;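 further: 0% = DMSO and 100% = reference agonist; some compounds past the cut are filed as inactive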
* = called active by the depositor. Random draw from the library; 13% or so of the library scored in one or more.

How did COc1ccc(CCNc2cc(=O)[nH]c(N)n2)cc1 do in these assays?
TR-FRET SRC-2 ct: 1398; PPARg SRC-2 ag: 4.5; L major viab: -0.2; HMGR II inh: 0.8; S1P3 antagonist: 10.5; bIAP inh: 8.5; Redox H2O2 prof: 0.6; RAM inhibit: 0.1; PPARg SRC-1 ag: -3.8; PPARg SRC3 recr: -5.4

What do the screens show for `CCC(C)(C)n1nnnc1C(c1cccnc1)N1CCC(Cc2ccccc2)CC1` (stereo not drawn)?
TR-FRET SRC-2 ct: 1753; PPARg SRC-2 ag: 8.7; L major viab: 90.5*; HMGR II inh: 4.3; S1P3 antagonist: -12.9; bIAP inh: 2.2; Redox H2O2 prof: 0.0; ROMK mod: -1.08; RAM inhibit: 3.9; PPARg SRC-1 ag: 0.7; PPARg SRC3 recr: 4.7

What do the screens show for `Cc1nc(Cl)sc1C(=O)NC(C)c1ccc(Cl)cc1` (stereo not drawn)?
TR-FRET SRC-2 ct: 1387; PPARg SRC-2 ag: -6.0; L major viab: -4.3; HMGR II inh: -6.1; S1P3 antagonist: 6.7; bIAP inh: -11.4; Redox H2O2 prof: 0.0; RAM inhibit: 2.5; PPARg SRC-1 ag: 1.5; PPARg SRC3 recr: -2.5

What do the screens show for `C=CCNC(=O)c1ccccc1NC(=O)Nc1ccccc1`?
TR-FRET SRC-2 ct: 1552; PPARg SRC-2 ag: 3.0; L major viab: -0.4; HMGR II inh: 1.1; S1P3 antagonist: -21.6; bIAP inh: 10.9; Redox H2O2 prof: 2.8; RAM inhibit: 1.8; PPARg SRC-1 ag: -4.3; PPARg SRC3 recr: -3.1

What do the screens show for `CCOC(=O)c1ccc2c(c1)[n+](CC)c(C)n2-c1ccccc1`?
TR-FRET SRC-2 ct: 1553; PPARg SRC-2 ag: -2.4; L major viab: 8.8; HMGR II inh: -7.4; S1P3 antagonist: -19.6; bIAP inh: 4.1; Redox H2O2 prof: -0.5; ROMK mod: 0.171; RAM inhibit: 2.1; PPARg SRC-1 ag: -7.4; PPARg SRC3 recr: -3.8

What do the screens show for `COc1ccc(Br)cc1-c1noc(-c2ccccc2)n1`?
TR-FRET SRC-2 ct: 1407; PPARg SRC-2 ag: 7.6; L major viab: 5.9; HMGR II inh: -2.2; S1P3 antagonist: -31.4; bIAP inh: 9.1; Redox H2O2 prof: 1.6; ROMK mod: 0.618; RAM inhibit: 4.4; PPARg SRC-1 ag: -7.5; PPARg SRC3 recr: 4.2

How did CN1CCN(c2ccc([N+](=O)[O-])cc2C(=O)N2CCCCC2)CC1 do in these assays?
TR-FRET SRC-2 ct: 1532; PPARg SRC-2 ag: -2.0; L major viab: -5.8; HMGR II inh: -1.4; S1P3 antagonist: -8.7; bIAP inh: 6.4; Redox H2O2 prof: -0.4; ROMK mod: -0.0084; RAM inhibit: 1.6; PPARg SRC-1 ag: -3.9; PPARg SRC3 recr: 2.1

Results for Cc1ccc(O)c(N=Cc2cc(Cc3ccccc3)cc([N+](=O)[O-])c2O)c1 ?
TR-FRET SRC-2 ct: 1622; PPARg SRC-2 ag: 8.9; L major viab: 0.9; HMGR II inh: 1.9; S1P3 antagonist: -18.0; bIAP inh: -0.2; Redox H2O2 prof: -2.3; ROMK mod: 0.00362; RAM inhibit: -0.1; PPARg SRC-1 ag: 6.7; PPARg SRC3 recr: 6.1

How did Cc1ccc(CNC(=O)/C=C/c2cccs2)cc1 do in these assays?
TR-FRET SRC-2 ct: 1527; PPARg SRC-2 ag: -6.5; L major viab: -6.1; HMGR II inh: 5.5; S1P3 antagonist: -4.5; bIAP inh: 21.0; Redox H2O2 prof: -0.3; ROMK mod: 0.0414; RAM inhibit: 0.5; PPARg SRC-1 ag: -2.3; PPARg SRC3 recr: 0.9

How did Nn1c(SCc2nc3ccccc3[nH]2)nnc1-c1ccccc1 do in these assays?
TR-FRET SRC-2 ct: 1456; PPARg SRC-2 ag: -1.6; L major viab: -4.0; HMGR II inh: -5.0; bIAP inh: -14.6; Redox H2O2 prof: 1.8; RAM inhibit: 1.6; PPARg SRC-1 ag: -7.3; PPARg SRC3 recr: -9.9

How did O=C(NCc1ccc2c(c1)OCO2)C1CCN(S(=O)(=O)N2CCCCC2)CC1 do in these assays?
TR-FRET SRC-2 ct: 1565; PPARg SRC-2 ag: 0.9; L major viab: -1.7; HMGR II inh: 9.1; S1P3 antagonist: 10.3; bIAP inh: -7.6; Redox H2O2 prof: 0.5; ROMK mod: -0.724; RAM inhibit: 3.4; PPARg SRC-1 ag: 4.9; PPARg SRC3 recr: 2.2

Results for COC(=O)C(NC(=O)CSc1nc(N)cc(=O)[nH]1)c1ccccc1 (stereo not drawn) ?
TR-FRET SRC-2 ct: 1738; PPARg SRC-2 ag: 15.0; L major viab: -10.5; HMGR II inh: -11.2; S1P3 antagonist: 2.9; bIAP inh: -9.3; Redox H2O2 prof: 0.8; RAM inhibit: -0.3; PPARg SRC-1 ag: 12.7; PPARg SRC3 recr: 9.8

How did CCCCOC(=O)Nc1cc(Cl)ccc1C do in these assays?
TR-FRET SRC-2 ct: 1585; PPARg SRC-2 ag: 7.6; L major viab: -1.7; HMGR II inh: 1.4; bIAP inh: -1.2; Redox H2O2 prof: -1.9; RAM inhibit: -1.2; PPARg SRC-1 ag: 3.0; PPARg SRC3 recr: 6.3

Results for O=C(COC(=O)CCC(=O)c1cccs1)Nc1ccc(S(=O)(=O)N2CCOCC2)cc1 ?
TR-FRET SRC-2 ct: 1232; PPARg SRC-2 ag: -3.5; L major viab: -4.9; HMGR II inh: 0.2; S1P3 antagonist: -12.8; bIAP inh: 1.9; Redox H2O2 prof: 0.4; RAM inhibit: 2.5; PPARg SRC-1 ag: -2.6; PPARg SRC3 recr: 1.0

How did CCCOC(=O)c1ccc(NC(=O)c2ccoc2C)cc1 do in these assays?
TR-FRET SRC-2 ct: 1407; PPARg SRC-2 ag: -3.4; L major viab: 0.0; HMGR II inh: -2.8; S1P3 antagonist: 10.7; bIAP inh: -1.1; Redox H2O2 prof: 2.6; RAM inhibit: 4.3; PPARg SRC-1 ag: -1.5; PPARg SRC3 recr: -2.5

What do the screens show for `CCOc1cc(C)cc2oc(=O)cc(-c3ccccc3)c12`?
TR-FRET SRC-2 ct: 1465; PPARg SRC-2 ag: -2.2; L major viab: 5.2; HMGR II inh: 1.7; bIAP inh: 36.7; Redox H2O2 prof: -0.1; ROMK mod: 1.03; RAM inhibit: 2.1; PPARg SRC-1 ag: 4.7; PPARg SRC3 recr: 1.0

What do the screens show for `CC1(C)N=C(c2cccs2)C(C)(C)N1O`?
TR-FRET SRC-2 ct: 1746; PPARg SRC-2 ag: 4.7; L major viab: -3.9; HMGR II inh: 0.9; bIAP inh: -1.6; Redox H2O2 prof: 1.8; RAM inhibit: 0.7; PPARg SRC-1 ag: 5.6; PPARg SRC3 recr: 4.7

Results for CCNc1nc(N)nc(-c2cc(Cl)ccc2OC)n1 ?
TR-FRET SRC-2 ct: 1420; PPARg SRC-2 ag: 4.8; L major viab: -3.9; HMGR II inh: -0.3; bIAP inh: 12.4; Redox H2O2 prof: 0.1; ROMK mod: 0.00267; RAM inhibit: -0.3; PPARg SRC-1 ag: 3.4; PPARg SRC3 recr: 4.2

How did O=C(CCC1CCCN(C(=O)c2ccoc2)C1)NCc1ccc(F)c(F)c1 (stereo not drawn) do in these assays?
TR-FRET SRC-2 ct: 1620; PPARg SRC-2 ag: 2.0; L major viab: -10.9; HMGR II inh: -10.8; S1P3 antagonist: -2.8; bIAP inh: 11.6; Redox H2O2 prof: -0.2; RAM inhibit: 0.5; PPARg SRC-1 ag: -0.8; PPARg SRC3 recr: 4.4

Results for O=C(c1ccco1)N1CCN(C/C=C/c2ccccc2)CC1 ?
TR-FRET SRC-2 ct: 1497; PPARg SRC-2 ag: 7.4; L major viab: 2.4; HMGR II inh: -6.3; S1P3 antagonist: -18.4; bIAP inh: 1.9; Redox H2O2 prof: -0.8; RAM inhibit: 1.2; PPARg SRC-1 ag: -3.8; PPARg SRC3 recr: -3.6

What do the screens show for `COc1ccc(NC(=O)CSc2ccccc2)cc1S(=O)(=O)N1CCCCC1`?
TR-FRET SRC-2 ct: 1776; PPARg SRC-2 ag: -0.3; L major viab: 0.4; HMGR II inh: -1.4; S1P3 antagonist: 5.9; bIAP inh: 16.3; Redox H2O2 prof: 0.0; ROMK mod: -1.17; RAM inhibit: 4.6; PPARg SRC-1 ag: 0.0; PPARg SRC3 recr: -3.9

How did O=C(NCCCN1CCOCC1)C(=O)N/N=C/c1ccc(F)cc1 do in these assays?
TR-FRET SRC-2 ct: 1559; PPARg SRC-2 ag: -0.5; L major viab: -10.9; HMGR II inh: -1.9; S1P3 antagonist: 8.3; bIAP inh: -4.9; Redox H2O2 prof: -1.4; ROMK mod: 1.27; RAM inhibit: 1.1; PPARg SRC-1 ag: 1.5; PPARg SRC3 recr: 1.4

How did C=CCc1cccc(/C=N/NC(=O)C(C)Nc2ccc(C)cc2)c1O (stereo not drawn) do in these assays?
TR-FRET SRC-2 ct: 1438; PPARg SRC-2 ag: -3.9; L major viab: 29.0; HMGR II inh: -6.8; S1P3 antagonist: -0.6; bIAP inh: 17.7; Redox H2O2 prof: 0.4; RAM inhibit: 16.1*; PPARg SRC-1 ag: -3.6; PPARg SRC3 recr: -0.2

What do the screens show for `COc1ccc(CC(=O)NNC(=O)c2ccc(NC(C)=O)cc2)cc1`?
TR-FRET SRC-2 ct: 1261; PPARg SRC-2 ag: -7.2; L major viab: -2.9; HMGR II inh: 0.7; S1P3 antagonist: 3.9; bIAP inh: -24.0; Redox H2O2 prof: 0.1; ROMK mod: -1.85; RAM inhibit: 0.6; PPARg SRC-1 ag: -2.9; PPARg SRC3 recr: 1.0

What do the screens show for `O=C1CCC(C(=O)OCC(=O)N2N=C3/C(=C/c4ccccc4)CCCC3C2c2ccccc2)N1` (stereo not drawn)?
TR-FRET SRC-2 ct: 1703; PPARg SRC-2 ag: 10.4; L major viab: 9.0; HMGR II inh: -5.2; bIAP inh: 0.0; Redox H2O2 prof: -0.6; RAM inhibit: -0.3; PPARg SRC-1 ag: 5.6; PPARg SRC3 recr: 12.7

Results for O=C(CSc1n[nH]c(-c2cccs2)n1)NCc1cccs1 ?
TR-FRET SRC-2 ct: 1399; PPARg SRC-2 ag: 5.4; L major viab: -9.9; HMGR II inh: -0.6; S1P3 antagonist: -19.4; bIAP inh: -1.3; Redox H2O2 prof: 2.8; RAM inhibit: 2.9; PPARg SRC-1 ag: 2.0; PPARg SRC3 recr: -0.2

Results for c1ccc(C2NCCc3ccccc32)cc1 (stereo not drawn) ?
TR-FRET SRC-2 ct: 1709; PPARg SRC-2 ag: 1.1; L major viab: -4.0; HMGR II inh: -0.3; S1P3 antagonist: -9.7; bIAP inh: -0.8; Redox H2O2 prof: -1.2; ROMK mod: -0.952; RAM inhibit: 1.4; PPARg SRC-1 ag: 3.0; PPARg SRC3 recr: 0.9
